Screens as filed in PubChem BioAssay.
CRFR2-BP antag: blocks CRF-induced signaling of the CRF-BP/CRF-R2 complex; HEK293 CRF-R2/CRF-BP, CRF-induced calcium fluorescence; inhibition, % at 11.8 µM; actives 0.59% (n = 350,000);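 active = inhibition of the ligand-induced calcium signal above about 50% at the single tested concentration, limit read from the data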
CHRM5 antagonist: CHRM5 antagonism in calcium assay; CHO-hM5 cells, Fluo-8 calcium fluorescence, ACh EC80; P08912; inhibition, % at 3 µM; actives 0.59% (n = 360,000);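 active = inhibition above a per-plate cutoff, the mean of that plate's test compounds plus 3 SD, cut at about 27% in these data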;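 note: 0% = acetylcholine EC80 with DMSO and 100% = DMSO without agonist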
M4 PAM: potentiates acetylcholine response at human M4 receptor. P08173. activation, % at 3 µM. actives 0.4% (n = 360,000). CHO-K1 hM4/Gqi5, Fluo-8 calcium fluorescence, ACh EC20; 0% = ACh EC20, 100% = maximal ACh. AID 624126;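 active = activation above its plate's cutoff, the mean activation of sample wells plus 3 SD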; note: some results filed as inactive read as strong as hits
Target sequence (P08173 whole entry, looked up): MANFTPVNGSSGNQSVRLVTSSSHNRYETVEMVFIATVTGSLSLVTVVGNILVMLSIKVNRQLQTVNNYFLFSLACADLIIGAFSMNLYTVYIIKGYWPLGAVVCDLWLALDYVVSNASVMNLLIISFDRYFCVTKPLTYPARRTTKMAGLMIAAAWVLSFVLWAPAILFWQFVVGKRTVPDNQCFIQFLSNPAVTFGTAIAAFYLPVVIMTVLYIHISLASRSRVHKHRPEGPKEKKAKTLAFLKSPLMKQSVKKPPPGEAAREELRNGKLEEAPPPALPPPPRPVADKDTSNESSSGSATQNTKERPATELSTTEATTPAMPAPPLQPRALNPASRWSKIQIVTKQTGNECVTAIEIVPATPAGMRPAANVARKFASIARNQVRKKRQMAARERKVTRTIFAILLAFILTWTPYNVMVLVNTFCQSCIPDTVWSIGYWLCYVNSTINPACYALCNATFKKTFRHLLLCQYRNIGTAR
TAAR1 antagonist: human TAAR1 antagonism. CHO RD-HGA16 TAAR1, Fluo-8 calcium fluorescence, antagonist. actives 1.5% (n = 360,000). AID 624466. inhibition, % at 3 µM. Q96RJ0;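 active = inhibition above a per-plate cutoff, the mean inhibition of test compounds on that plate plus 3 SD, cut at about 49% in these data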;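 note: 0% = DMSO plus EC80 beta-PEA response and 100% = DMSO alone without agonist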
Target sequence (Q96RJ0 whole entry, looked up): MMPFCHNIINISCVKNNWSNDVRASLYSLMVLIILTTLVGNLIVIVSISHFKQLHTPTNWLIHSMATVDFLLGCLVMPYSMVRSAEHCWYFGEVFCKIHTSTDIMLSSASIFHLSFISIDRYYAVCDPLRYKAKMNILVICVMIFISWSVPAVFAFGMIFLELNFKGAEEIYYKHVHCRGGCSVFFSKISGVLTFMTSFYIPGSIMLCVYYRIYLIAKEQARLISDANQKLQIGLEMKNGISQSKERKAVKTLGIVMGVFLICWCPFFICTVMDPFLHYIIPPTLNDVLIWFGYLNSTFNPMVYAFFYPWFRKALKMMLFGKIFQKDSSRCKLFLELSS
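System: RD-HGA16 CHO cells with stable hTAAR1 and Gα16 | Probe or stimulus: EC80 β-phenethylamine stimulus | Dosing: 3 µM, single point | Times: Dye loading 75 min at 37 °C, then 30 min room temperature | Measured by: Fluo-8 calcium-sensitive fluorescence | Read-out basis: % inhibition of agonist calcium response | Replicates: n of 1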
CHO-K1 Ca PAM: counter-screen for M1 PAMs: effect in parental CHO-K1 cells | ATP EC20, Fluo-8 calcium fluorescence; 0% at ATP EC20, 100% at ATP max | activation, % at 3 µM | actives 0.02% (n = 360,000) | AID 602247;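 active = activation above the run cutoff, the mean activation of all test compounds plus 3 SD, cut at about 40% in these data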;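 note: peak over basal fluorescence ratio in a 140 s read after ATP addition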
CRFBP-R2 agonist: CRF-BP/CRF-R2 complex agonism. HEK293 CRF-R2/CRF-BP, calcium dye fluorescence (FLIPR); percent of saturating CRF peptide response. activation, % at 13.2 µM. actives 0.46% (n = 350,000);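 active = activation of at least 50%, plus an integration ratio under a set limit after plate pattern correction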;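 note: plate controls were neutral control wells without compound for no effect and CRF at EC100 for full effect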
M5 ag: agonists of human muscarinic M5 receptor (CHRM5) | P08912 | CHO-K1 hM5 cells, Fluo-8 calcium fluorescence; 0% DMSO wells, 100% maximal acetylcholine response | activation, % at 3 µM | actives 0.19% (n = 360,000);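 active = activation above the run's mean over test compounds plus 3 SD, cut at about 23% in these data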;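 note: signal is peak over basal fluorescence ratio across the kinetic read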
CHRM5 PAM: potentiates acetylcholine response at human M5 receptor. AID 624038. CHO-K1 hM5, Fluo-8 calcium, ACh EC20 PAM; 0% = ACh EC20, 100% = ACh EC100. activation, % at 3 µM. actives 0.3% (n = 360,000). P08912;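 active = activation above the run cutoff, the mean activation of all test compounds plus 3 SD, cut at about 18% in these data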
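System – CHO-K1 hM5 cells · Compound – 3 µM, single dose · Incubation – compound preincubation 140 s before EC20 acetylcholine addition · Technique – Fluo-8 calcium fluorescence · Measure – Max/basal fluorescence ratio as % of EC20–EC100 ACh window · Benchmarks – low control EC20 acetylcholine (0%), high control EC100 acetylcholine (100%) · Replication – singlicate, one well per test compound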
TAAR1 agonist: agonists of human TAAR1. Q96RJ0. CHO RD-HGA16 TAAR1, Fluo-8 calcium fluorescence; vehicle wells 0%, saturating PEA agonist 100%. activation, % at 3 µM. actives 0.99% (n = 360,000). AID 624467;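 active = activation above the mean activation of all test compounds in the run plus 3 SD, cut at about 38% in these data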
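test system = CHO RD-HGA16 cells carrying human TAAR1 plus Gα16 | schedule = 17-24 h seeding, 75 min 37 °C dye, 30 min RT | compound dosing = 3 µM single concentration | control set = DMSO and PEA EC100 | replicates = n 1 | signal = Fluo-8 fluorescence, 5 s baseline then 140 s kinetic read | measure = percent activation vs PEA EC100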
An asterisk follows results filed as active; · = no result given.

SMILES	CRFR2-BP antag	CHRM5 antagonist	M4 PAM	TAAR1 antagonist	CHO-K1 Ca PAM	CRFBP-R2 agonist	M5 ag	CHRM5 PAM	TAAR1 agonist
COc1ccc(C(C(=O)NC(C)(C)C)N(CC2CCCO2)C(=O)CCC(=O)Nc2cc(C)on2)cc1 (stereo not drawn)	4	-4	0	4	19	-0.9	1	-2	8
CCN1CCN(CCCN(Cc2ccco2)C(=S)Nc2ccc(Cl)cc2)CC1	-16	1	15	7	19	-1.1	-2	7	0
O=C(NNc1ccc(F)cc1F)C1CCC1	4	1	0	-20	15	-0.1	-1	3	0
O=C(O)CC(C(=O)NCc1ccccc1)C1CCCO1 (stereo not drawn)	-4	14	4	-13	14	-2.3	-4	1	3
C[C@@H]1CN([C@@H](C)CO)S(=O)(=O)c2ccc(Br)cc2O[C@@H]1CN(C)C(=O)c1ccc(F)cc1	-5	-4	6	8	12	0.8	-1	5	0
Cc1ccc(CS(=O)(=O)Cc2ccc(C(=O)NCCCN3CC(C)CC(C)C3)o2)cc1 (stereo not drawn)	-11	0	-2	-8	-4	-0.2	-10	3	2
CCOc1ccc(C(=O)NC(=S)N2CCN(c3ccc(C(F)(F)F)cc3[N+](=O)[O-])CC2)cc1	-33	6	0	-16	14	0.3	-1	-2	0
CC(=O)c1ccc(NC(=O)c2ccc(NC(=O)CCS(=O)(=O)c3cccs3)cc2)cc1	2	18	-30	86*	8	2.9	3	-23	16
O=C(CN1C(=O)NC2(CCCC2)C1=O)c1ccc(Cl)s1	54*	2	1	1	20	-1.7	-4	7	0
CC(C)(C)c1cc2ncnc(N3CCCCC3)c2s1	-36	3	-5	·	-6	0.2	-8	-2	·
CSc1ccc(/C=C/C(=O)OCC(=O)NC(C)C)cc1	2	4	4	-18	8	-1.5	1	-1	0
CSc1cccc(NC(=O)COc2ccccc2C)c1	-22	-10	10	9	15	1.4	-4	-1	-2
Cc1ccc2c(c1)nc1c3ccccc3nc(-c3ccccc3N)n21	-8	13	-7	-8	-8	-2.9	0	-7	3
COc1cc(CN2CCC(C(=O)NCCC(C)C)CC2)ccc1OCc1ccccc1	-12	-5	-1	4	4	1.4	-17	-1	5
COC(=O)c1c(NC(=O)COC(=O)c2ccccn2)sc(C)c1C	-8	6	5	-23	-8	-0.2	-3	0	1
COc1ccc(NC(=O)c2sc3nc(N4CCOCC4)c4c(c3c2N)CCCC4)c(OC)c1	9	1	2	-42	5	-0.6	-3	-3	2
Cc1cc(C)cc(N(CC(=O)NCC2CCCO2)C(=O)CCC(=O)Nc2cc(C)on2)c1 (stereo not drawn)	-28	3	4	10	5	4.0	0	-6	0
O=C(O)c1ccc2c(c1)-c1nc3ccccc3n1C2=O	14	-1	10	19	-1	-0.2	2	-3	1
CCCCCn1nnnc1C1(C)CCC(=O)N1Cc1ccco1 (stereo not drawn)	·	-10	1	-1	·	·	4	5	0
COc1ccc2c(c1OC)C(=O)OC2Nc1nc(-c2cc3ccccc3oc2=O)cs1 (stereo not drawn)	9	-3	2	4	-4	0.8	-2	-1	-2
CC(C)NC(=O)c1ccc2c(c1)N(CC(=O)N1CCCC1)C(=O)C(C)(C)O2	-6	6	5	-1	8	-1.4	0	2	0
COc1cccc(NC(=O)C2(C)CCN2CC2CCCCC2)c1 (stereo not drawn)	·	4	-4	-2	21	·	-2	-1	2
COc1ccc(N=C2SC(C(=O)O)CC(=O)N2Cc2ccc(OC)c(OC)c2)cc1 (stereo not drawn)	4	-4	1	14	18	-0.2	3	4	1
CCC1(c2ccc(F)cc2)NC(=O)N(CC(=O)Nc2cccc(S(=O)(=O)N3CCCCC3)c2)C1=O (stereo not drawn)	-82	7	4	25	12	11	7	10	27
COc1ccc(OCC(=O)Nc2cc(C)c(Cl)cc2OC)c([N+](=O)[O-])c1	3	2	5	-18	15	-0.5	0	-5	2
Nc1nonc1-n1nnc(C(=O)N/N=C/c2ccc(OCc3ccccc3F)cc2)c1CN1CCCCC1	7	1	-5	-23	13	0.4	0	-3	1
CCN(CC)S(=O)(=O)c1ccc(O)c(NS(=O)(=O)c2ccccc2F)c1	8	-1	-3	-29	11	-0.5	1	5	3
Cc1ccc(S(=O)(=O)N2C[C@H]3N(C(=O)OC(C)C)N(C(=O)OC(C)C)C[C@H](OC(=O)NCc4ccco4)[C@@]3(O)C2)cc1	1	3	0	-1	10	-1.9	-1	-4	6
CC(=O)OC1c2ccccc2C(=O)N1Cc1ccccc1 (stereo not drawn)	-8	8	6	-28	-3	-0.7	2	-3	2
Cc1nnc(SCC(=O)N2CCCCCC2)n(N)c1=O	6	10	-5	-20	-9	4.2	-1	-1	1

The list goes on (2 carried over from the part before).
SMILES	CRFR2-BP antag	CHRM5 antagonist	M4 PAM	TAAR1 antagonist	CHO-K1 Ca PAM	CRFBP-R2 agonist	M5 ag	CHRM5 PAM	TAAR1 agonist
CC(=O)OC1c2ccccc2C(=O)N1Cc1ccccc1 (stereo not drawn)	-8	8	6	-28	-3	-0.7	2	-3	2
Cc1nnc(SCC(=O)N2CCCCCC2)n(N)c1=O	6	10	-5	-20	-9	4.2	-1	-1	1
CCOc1ccc(CCNC(=O)c2[nH]c(C)c(C(C)=O)c2CC)cc1OCC	6	7	0	-4	6	0.4	-3	-10	4
COCCNC(=O)CN1CCN(C(c2ccccc2)c2ccccc2)CC1	-2	5	-4	-3	15	0.4	-6	-2	0
Cc1cc(C2=NNC(=NCc3ccccc3)SC2)c(C)n1-c1c(C)n(C)n(-c2ccccc2)c1=O	-1	1	-2	-1	1	-0.1	-2	1	2
NS(=O)(=O)c1ccc(CCNC(=O)CSc2ccc3ccccc3c2)cc1	13	16	-7	-10	6	0.8	1	-7	2
CCOc1ccc(CCNC(=O)c2ccc(C)c(N3CCCC3=O)c2)cc1OCC	6	-6	9	-1	13	-0.6	0	-2	16
COc1ccc(-c2cc(C(=O)Nc3c(C)n(C)n(-c4ccccc4)c3=O)c3ccccc3n2)cc1	-5	1	-11	58*	13	-1.8	2	3	15
COc1ccccc1NC(=O)CN1C(=O)C(C)SC(C)C1=O (stereo not drawn)	6	-9	1	2	3	-1.0	1	5	3
O=C(CCc1ccccc1)Nc1cccc(NC(=O)CCc2ccccc2)c1	4	-6	-6	16	14	-1.1	4	-8	19
O=C(CCn1cnc2ccccc2c1=O)Nc1cccc(Cl)c1Cl	11	3	-3	4	24	0.1	0	-2	1
CC(C)(C)C(=O)Nc1ccc(C(=O)N/N=C/C2CC3C=CC2C3)cc1 (stereo not drawn)	-3	-1	-1	9	-7	-0.2	1	4	1
O=C(O)C1CCCNC1 (stereo not drawn)	2	1	-1	·	-6	1.5	1	-1	·
CCCC(=O)Nc1ccc(C(=O)NCc2ccccc2Cl)cc1	14	1	-7	11	-5	-1.2	-4	-12	2
O=C(c1cc2ccccn2n1)N1CCN(Cc2ccccc2)CC1	-41	2	-4	1	0	1.9	2	-5	1
O=C(N(c1ccccn1)c1ccccn1)C12CC3CC(CC(C3)C1)C2	-4	-2	-7	-17	-2	-3.3	2	6	-1
Nc1nc(SCC(=O)c2cccs2)n[nH]1	2	11	8	11	-9	-0.3	0	-5	8
O=C(NCc1ccc(Cl)nc1)c1csc([C@@H]2C[C@H](O)[C@@H](CO)O2)n1	·	10	4	-9	2	·	0	-3	1
COc1ccc2oc(C(=O)OCC(=O)NC(=O)NC(C)C)c(C)c2c1	-38	-3	6	7	21	0.8	-2	-1	7
Fc1ccc(-c2cc(-c3ccccc3)nc(-n3cccn3)n2)cc1	-7	8	-6	14	8	-0.6	-3	-11	-1
COC(=O)/C=c1\sc2ncnn2c1=O	12	2	6	3	13	1.1	-2	-1	5
COc1ccccc1-c1nnc(SCC(=O)Nc2ccc(N3CCOCC3)cc2)n1C	2	3	5	-33	21	-0.7	2	2	1
CCCCN(C(=O)C1=NN(c2cc(C)ccc2C)C(=O)CC1)c1c(N)n(CCC)c(=O)[nH]c1=O	1	10	7	-19	13	-0.6	2	-2	0
CC(=O)c1cccc(NC(=O)c2cc(Cl)sc2Cl)c1	17	8	2	17	6	-2.3	-2	-4	0
CCOC(=O)c1c(CSc2ccc(C)cc2)n(C)c2cc(Br)c(O)c(CN(C)C)c12	-17	7	-12	-17	9	0.5	0	-5	4
C=CCn1nnnc1SCC(=O)Nc1ccc(OC)cc1	7	-7	-3	-3	-5	-1.1	-3	-1	0
COC(=O)C1=C(C)Nc2c(c(=O)n(C)c(=O)n2C)C1c1ccncc1 (stereo not drawn)	-5	-5	0	-19	18	0.2	-1	6	2
Cc1[nH]nc(Nc2ccc(C(C)C)cc2)c1[N+](=O)[O-]	-9	5	-3	-13	20	-0.5	-3	-9	-1
C=CCN(c1ccccc1)S(=O)(=O)c1cc(C(=O)NC2=NCCS2)ccc1Cl	-2	-3	-4	-4	20	-1.0	-5	2	0
O=C(NC1CCCCC1)c1sc(N2CCOCC2)nc1-c1ccccc1	18	-5	-1	-19	-12	-0.8	-2	-2	2
CCCC1C2C(=O)N(c3ccccc3OC)C(=O)C2ON1c1ccccc1 (stereo not drawn)	-12	-10	-4	7	11	4.2	10	0	2
CCC1(C)Cc2ccccc2-c2nc(SCC(N)=O)[nH]c(=O)c21 (stereo not drawn)	-5	10	6	-20	5	-0.7	-1	-3	-3
O=C(NCCN1CCOCC1)C(=O)NCC1CCCO1 (stereo not drawn)	-10	15	-7	-29	-7	1.8	3	-11	3
Cc1ccc(S(=O)(=O)Nc2cccc(-n3cnnn3)c2)cc1	12	12	-7	4	-7	-1.1	-2	-8	0
CCC(=O)c1ccc(OCC(=O)N2CCN(c3ccccn3)CC2)cc1	9	2	0	-3	23	-1.1	-1	-1	1
O=C(NNC(=O)C1CC1)c1ccccc1[N+](=O)[O-]	5	6	0	-11	11	0.5	-4	-1	2
CCN(CC)C(=O)CN(C#N)c1nc(OC)nc(N(C)C)n1	-13	0	2	-12	9	0.1	-2	-4	2
Cc1ccc(CNC(=O)C2CCCN(S(=O)(=O)c3cnc[nH]3)C2)cc1 (stereo not drawn)	6	0	-2	-13	0	-0.4	2	-2	1
CC1(c2ccccc2)CC(C)(C)N(C(N)=O)c2ccccc21 (stereo not drawn)	-11	9	3	10	16	0.3	-5	3	10

An excerpt from above, limited to CHRM5 antagonist:
canonical_smiles	CHRM5 antagonist
C=CCN(c1ccccc1)S(=O)(=O)c1cc(C(=O)NC2=NCCS2)ccc1Cl	-3
O=C(NC1CCCCC1)c1sc(N2CCOCC2)nc1-c1ccccc1	-5

The order is random; overall some 4.2% were active at least once.
